Source: PubChem BioAssay
BH1578 lux ind – inducers of Vibrio cholerae quorum light production without autoinducers. V. cholerae BH1578 lux reporter, luminescence, 6 h. activation, % at 18.7 µM. 0.16% of 350,000 active; in the data active = activation mostly above about 9.7%, no sharp cut-off; note: not every result past the cut was called active; inactives centre near 0; reference of the scale not given here
Yp Topo-I inh – blocks Yersinia pestis topoisomerase I activity. 0.064% of 360,000 active. activity, % at 10 µM. AID 504884. Y. pestis Topo-I cleavage product accumulation, plate reader; in the data active = activity above about 50%, passing the limit was not always enough; note: inactives centre near 2
PrPC surface inh – inhibitors of human cell surface prion protein PrPC; inhibition, % at 13.8 µM; 0.43% of 370,000 active; TR-FRET read-out; AID 720596; P04156; in the data active = inhibition above about 24%; note: 0% = median of the test wells and 100% = reference compound wells
PriA SSB inh – blocks PriA binding to SSB C-terminal tail; AlphaScreen SSBct-PriA binding, biotinylated peptide; 0.6% of 430,000 active; inhibition, % at 33 µM; in the data active = inhibition mostly above about 37%, no sharp cut-off; inactive = mostly below about 20%;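 note: plate controls were negative control peptide for no effect and reference peptide for full effect; strong numbers were not always called active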
Starred values were filed as active, the others as inactive; i = inactive; x = not tested or not shown.

SMILES	BH1578 lux ind	Yp Topo-I inh	PrPC surface inh	PriA SSB inh
CC(C)(C)NC(=O)C(c1cccnc1)N(C(=O)c1cccs1)c1ccc(C(C)(C)C)cc1 (stereo not drawn)	x	x	0	x
Cc1ccccc1NCC(=O)N/N=C/c1ccc[nH]1	x	x	-3	x
CCCCC(=O)N[C@H]1CC[C@@]23CCCN2C(=O)CCC[C@H]3[C@H]1CCC	x	x	3	x
CC(C)CC(O)(CC(C)C)c1cn(C(=O)N(c2ccccc2)c2ccccc2)nn1	x	x	3	x
O=C1CC[C@@]23CCCN2C(=O)CCC[C@H]3[C@H]1Cc1ccccc1	x	x	-9	x
CCC[C@H]1[C@@H](OC(=O)NCCc2ccccc2)CC[C@@]23CCCN2C(=O)CCC[C@@H]13	x	x	-3	x
CCCC1CCC2(CCCN2CCOC(=O)Nc2ccc(F)cc2)CC1 (stereo not drawn)	x	x	-5	x
CCOC(=O)C1CCN(C(=O)C(C)(C)NC(=O)Nc2ccc(F)c(F)c2)CC1	x	x	10	x
CC(=O)N[C@@H](C)CCc1ccc(Oc2ccc(OC(C)C)nc2)cc1	x	x	10	x
NC(=O)C1CCN(c2ncc(Br)cn2)CC1	x	x	-2	x
Cc1nc(N2CCN(C(=O)C3CC3)CC2)c2c3c(sc2n1)CC(C)CC3 (stereo not drawn)	x	x	-2	x
CC(=O)Nc1sc2c(c1-c1nc3ccccc3s1)CN(C(C)C)C2	x	x	11	x
O=C(OCC#CCSc1nnc(-c2ccccc2)o1)c1ccc(F)cc1	x	x	-4	x
COC(CNC(=O)[C@H](Cc1ccccc1)NC1(C(=O)NC2CCCCC2)CCCC1)OC	x	x	5	x
CCC[C@H]1[C@@H](OC(=O)NCc2ccc(OC)c(OC)c2)CC[C@@]23CCCN2C(=O)CCC[C@@H]13	x	x	-2	x
Oc1ccc(CNc2ccccc2Cl)c2cccnc12	x	x	10	x
C=C(C=O)CC1CC(O)[C@]2(C)OC3CC4OC5C[C@]6(C)O[C@]7(C)CCC8OC9C[C@]%10(C)OC%11C(C)=CC(=O)OC%11CC%10OC9C[C@@H](C)C8OC7CC6O[C@]5(C)C/C=C\C4OC3CC2O1 (stereo partly drawn)	x	x	-11	x
O=C(OCC#CCSc1nnc(-c2cccc3ccccc23)o1)C1CCCC1	x	x	5	x
C[C@@H](N)C(=O)Nc1ccc(Cl)cc1C(=O)c1ccc[nH]1	x	x	4	x
C[C@H]1[C@@H](NC(=O)Cc2ccsc2)CC[C@@]23CCCN2C(=O)CCC[C@@H]13	x	x	5	x
COc1ccc2c(c1C(=O)/C=C/c1ccccc1)OC(C)(C)C=C2	x	x	12	x
O=C(NCCO)[C@H](Cc1ccccc1)NC1(C(=O)NCCc2c[nH]c3ccccc23)CCCCC1	x	x	-3	x
O=Cc1nc(Nc2cc(F)cc(F)c2)nc(NC2CCCC2)n1	x	x	-1	x
Oc1ccc(CNc2cccnc2)c2cccnc12	x	x	3	x
COc1ccc(OC)c(NC(=O)O[C@@H]2CC[C@@]34CCCN3C(=O)CCC[C@H]4C2)c1	x	x	2	x

Brought forward from above: two compounds, then new ones.
SMILES	BH1578 lux ind	Yp Topo-I inh	PrPC surface inh	PriA SSB inh
Oc1ccc(CNc2cccnc2)c2cccnc12	x	x	3	x
COc1ccc(OC)c(NC(=O)O[C@@H]2CC[C@@]34CCCN3C(=O)CCC[C@H]4C2)c1	x	x	2	x
CCCC1CCC2(CCCN2CCOC(=O)Nc2ccccc2OC)CC1 (stereo not drawn)	x	x	4	x
O=C(O[C@H]1CC[C@@]23CCCN2C(=O)CCC[C@H]3C1)N1CCN(c2ccccc2)CC1	x	x	-2	x
CC1(c2ccccc2)CC(=O)N(c2ccc(NC(=O)c3ccccn3)cc2Cl)C1=O (stereo not drawn)	x	x	-2	x
CC(C)(C)NC(=O)C(c1cccnc1)N(C(=O)c1cnco1)c1ccc(C(C)(C)C)cc1 (stereo not drawn)	x	x	6	x
COc1ccc(/C=C/C(=O)NC2=NCCS2)c(OC)c1	x	x	4	x
O=C(Nc1ccccc1Cl)O[C@@H]1CC[C@@]23CCCN2C(=O)CCC[C@H]3C1	x	x	1	x
Cn1c2cc(S(C)=O)sc2c2cnn(Cc3cccc(N)c3)c(=O)c21 (stereo not drawn)	x	x	6	x
C=C1C(C(C)C)N(C)C2=NC(c3ccccc3)CC(=O)N12 (stereo not drawn)	x	x	0	x
O=C(NC1CCCCC1)O[C@H]1CC[C@@]23CCCN2C(=O)CCC[C@H]3C1	x	x	-3	x
O=C(Nc1ccc(Cl)cc1Cl)O[C@@H]1CC[C@@]23CCCN2C(=O)CCC[C@H]3C1	x	x	-1	x
C[C@H]1C(=O)CC[C@@]23CCCN2C(=O)CCC[C@@H]13	x	x	-2	x
CCC[C@H]1[C@@H](OC(=O)N2CCCC2)CC[C@@]23CCCN2C(=O)CCC[C@@H]13	x	x	-2	x
COc1ccc(-c2nc3ccccc3c(=O)n2Cc2ccccc2)cc1COc1ccc(NC(C)=O)cc1	x	x	-8	x
Nc1[nH]c(C(=O)c2ccccc2)c(-c2cccnc2)c1C(=O)NCCc1c[nH]c2ccccc12	x	x	-6	x
O=C(OCC#CCSc1nnc(-c2cccc3ccccc23)o1)C1CCC1	x	x	-1	x
CC1(C)C=C2C(N(Cc3ccc4c(c3)OCO4)C(=N)N2C(=O)OCc2ccccc2)n2c(=O)n(-c3ccccc3)c(=O)n21 (stereo not drawn)	x	x	-7	x
C[C@H]1[C@@H](OC(=O)NCc2cccs2)CC[C@@]23CCCN2C(=O)CCC[C@@H]13	x	x	-2	x
Cc1ccnc(SCc2cc(=O)c(OC(=O)c3ccc(C)c([N+](=O)[O-])c3)co2)n1	x	x	-6	x
O=C(O)CCN1C(=O)/C(=C/c2ccc(F)cc2F)SC1=S	x	x	-7	x
CO[C@H]([C@H](C)/C=C/N(C)C=O)[C@@H](C)C(=O)CC[C@H](C)[C@H](O)[C@H](C)[C@H]1OC(=O)/C=C/C(C)=C/C[C@H](O)C[C@@H]2C=CC[C@@H](C[C@H](OC)C(C)(O)[C@@H](OC)C[C@@H](OC)[C@@H]1C)O2 (stereo partly drawn)	x	x	47*	x
O=C(Nc1ccc(N2C(=O)CC3(CCCCC3)C2=O)c(Cl)c1)c1ccccn1	x	x	-2	x
CCC[C@H]1[C@@H](OC(=O)NCc2ccccc2)CC[C@@]23CCCN2C(=O)CCC[C@@H]13	x	x	-13	x
CNc1nc(N)c([N+](=O)[O-])c(Nc2ccccc2)n1	x	x	0	x
O=C1CCC[C@H]2Cc3nc4ccccc4cc3C[C@]23CCCN13	x	x	2	x
O=C(NCCc1nc2ccccc2n1CCOc1ccc2cccnc2c1)C1CCCCC1	x	x	1	x
SMILES	BH1578 lux ind	Yp Topo-I inh	PrPC surface inh	PriA SSB inh
C[C@@H]1CN([C@@H](C)COC(=O)C(C)(C)C)C(=O)c2cc(NC(=O)Nc3ccccc3)ccc2O[C@@H](C)CCCCO[C@H]1CN(C)S(=O)(=O)c1ccc(F)cc1	x	x	9	x
C[C@H]1[C@H](N)CC[C@@]23CCCN2C(=O)CCC[C@@H]13	x	x	-5	x
COc1ccc2c(c1)N[C@@](CCNC=O)(c1[nH]c3ccccc3c1CCNC=O)C2=O	x	x	-5	x
CC(C)(C)[C@@H]1/C(=C/C2CC2)N2C(=O)C[C@@H](c3ccccc3)N=C2N1Cc1ccc2c(c1)OCO2	x	x	6	x
COC(=O)Cn1nc(-c2ccccc2)c2cccc(C(F)(F)F)c21	x	x	-1	x
COc1ccc(CNC(=O)O[C@H]2CC[C@@]34CCCN3C(=O)CCC[C@H]4C2)cc1OC	x	x	6	x
O=S(=O)(N[C@@H]1CCCC[C@@H]1N1CCOCC1)c1ccc(Cl)cc1	x	x	3	x
Nc1[nH]c(C(=O)c2ccc(Br)cc2)c(-c2ccc(Br)cc2)c1C(=O)N1CCCCC1	x	x	0	x
CCOP(=O)(OCC)c1ccc2c(c1)C(=O)c1ccccc1-2	x	x	-2	x
CC(C)c1ccc(NC(=O)OC2CCC23CCC(c2ccccc2)CC3)cc1 (stereo not drawn)	x	x	-5	x
COc1ccc2c(c1)C[C@@H]1CC(C)(C)CN1S2(=O)=O	x	x	-2	x
CCc1ccccc1NC(=O)[C@@H]1CCCN1S(=O)(=O)c1cccc2cccnc12	x	x	6	x
S=P(c1ccccc1)(c1ccccc1)c1c[n+](Cc2ccccc2)c2ccccn12	x	x	-2	x
COc1ccccc1NC(=S)OCCN1CCCC12CCC(c1ccccc1)CC2 (stereo not drawn)	x	x	3	x
Cc1ccc(CNC(=O)O[C@H]2CC[C@@]34CCCN3C(=O)CCC[C@H]4[C@H]2C)cc1	x	x	-2	x
CC(C)[C@@H]1C(=O)N[C@H](Cc2cn(S(=O)(=O)c3ccccc3)c3ccccc23)C(=O)N1C	x	x	-3	x
O=C(Nc1cccc(C(F)(F)F)c1)O[C@@H]1CC[C@@]23CCCN2C(=O)CCC[C@H]3C1	x	x	-1	x
CC(C)(N[C@@H](Cc1ccccc1)C(=O)NCC(c1ccccc1)c1ccccc1)C(=O)NC1CCCCC1	x	x	-4	x
CCCCOC(=O)CCN1C(=O)/C(=C/c2ccccc2)SC1=S	x	x	0	x
CCCC(=O)N1CCC1(C)C(=O)Nc1ccc(-n2cccc2)cc1 (stereo not drawn)	0.8	9	x	x
CN1CCN(c2ccc(CNC(=O)c3cccc4c(-c5ccc(F)c(F)c5)coc34)cc2)CC1	i	-12	x	x
Cc1cccc(C)c1C(O)c1ncc(-c2ccc(F)cc2)[nH]1 (stereo not drawn)	i	-2	x	x
O=C(Nc1ccc2c(c1)OCO2)c1csc(COCCO)n1	-0.8	3	x	x
CSc1ccc(CN2C(=O)C(F)(F)Oc3c(C(C)=O)cccc32)cc1	i	-3	x	x
O=C(NCc1cccc(C(F)(F)F)c1)c1ccc2sc(C3=C[C@@H](O)[C@@H](O)[C@@H](CO)O3)nc2c1	-0.8	5	x	x
SMILES	BH1578 lux ind	Yp Topo-I inh	PrPC surface inh	PriA SSB inh
CCCS(=O)(=O)NC(=O)C1(C)CCCN(C(=O)c2cccc(C)c2C)C1 (stereo not drawn)	-0.8	11	x	x
CN1CCN(C(=O)c2ccc(-c3cnn(C)c3)c3ccoc23)CC1	-0.4	11	x	x
CCOC(=O)c1cc(OC)c2cccc(CN3CCC(C)(C(=O)NCCOC)C3)c2c1 (stereo not drawn)	i	24	x	x
Cc1ccccc1C(NC(=O)C1CCN(Cc2ccc(Oc3ccccc3)cc2)CC1)c1ccsc1 (stereo not drawn)	i	25	x	x
CC(C)C(=O)N1CCC1(C)C(=O)Nc1ccc2[nH]ccc2c1 (stereo not drawn)	i	1	x	x
COc1ccccc1CNc1nc(NCc2ccc(C)cc2C)c2sccc2n1	-4.5	-2	x	x
CCCC(=O)N1CCC1(C)C(=O)Nc1cc(OC)ccc1OC (stereo not drawn)	i	9	x	x
CCCS(=O)(=O)NC(=O)C1(C)CCN(C(=O)c2ccccc2C(F)(F)F)C1 (stereo not drawn)	-1.6	7	x	x
O=C(NCc1ccccc1Cl)c1ccc2nc([C@@H]3O[C@H](CO)[C@H](O)[C@H](O)[C@H]3O)[nH]c2c1	i	5	x	x
O=C(NC(c1ccc(-c2ccccc2)cc1)c1cnccn1)C1CCN(Cc2cccc(C(F)(F)F)c2)CC1 (stereo not drawn)	-0.8	25	x	x
Cc1csc(NC(=O)C2(C)CCN2C(=O)C(C)C)c1C#N (stereo not drawn)	i	3	x	x
CCCS(=O)(=O)NC(=O)C1(C)CCCN(C(=O)c2cc(OC)ccc2Br)C1 (stereo not drawn)	i	10	x	x
CCCC(=O)N1CCC1(C)C(=O)Nc1cccc(F)c1 (stereo not drawn)	0.0	8	x	x
CCCS(=O)(=O)NC(=O)C1(C)CCCN(C(=O)c2nc(C)oc2C)C1 (stereo not drawn)	-0.8	-2	x	x
CC1(Cc2ccccc2C#N)C(=O)Nc2ccc(-c3ccc4[nH]ccc4c3)cc21 (stereo not drawn)	-0.8	-4	x	x
OC(Cc1ccccc1)c1ncc(-c2ccc3ccccc3c2)[nH]1 (stereo not drawn)	i	-5	x	x
COc1ccc(-c2csc(C(O)c3ccccc3)n2)cn1 (stereo not drawn)	-0.8	2	x	x
CCc1nc2c(OCc3c(C)noc3C)cccn2c1N(C)C(=O)c1ccccc1F	i	6	x	x
CC1(C(=O)Nc2ccc(Cl)c(Cl)c2)CCN1C(=O)Cc1ccc(-c2ccccc2)cc1 (stereo not drawn)	-0.4	23	x	x
O=C(NCc1cnn2c1CCCC2)OCc1ccccc1	x	x	x	-10
NC(=O)CSc1nc2[nH]ncc2c(=O)n1-c1ccccc1	x	x	x	-2
COc1ccccc1N(N=C1Sc2ccccc2C1=O)C(C)=O	x	x	x	30
Cc1cccc(CSC2=NCCN2C(=O)c2ccccc2Cl)c1	x	x	x	-14
COc1ccc(-c2ccc(=O)n(CCCNS(=O)(=O)c3ccc(Cl)cc3)n2)cc1	x	x	x	-7

Given with bars between the fields: entries from further up
SMILES | BH1578 lux ind | Yp Topo-I inh | PrPC surface inh | PriA SSB inh
CCc1nc2c(OCc3c(C)noc3C)cccn2c1N(C)C(=O)c1ccccc1F | i | 6 | x | x
OC(Cc1ccccc1)c1ncc(-c2ccc3ccccc3c2)[nH]1 (stereo not drawn) | i | -5 | x | x
CC1(C(=O)Nc2ccc(Cl)c(Cl)c2)CCN1C(=O)Cc1ccc(-c2ccccc2)cc1 (stereo not drawn) | -0.4 | 23 | x | x
CCCS(=O)(=O)NC(=O)C1(C)CCCN(C(=O)c2nc(C)oc2C)C1 (stereo not drawn) | -0.8 | -2 | x | x
CN1CCN(C(=O)c2ccc(-c3cnn(C)c3)c3ccoc23)CC1 | -0.4 | 11 | x | x
COc1ccccc1N(N=C1Sc2ccccc2C1=O)C(C)=O | x | x | x | 30

An excerpt; the hit share may differ from the screen's.
